sgs1 mgt1 – NCI yeast anticancer drug screen, S. cerevisiae sgs1 mgt1 strain. % growth inhibition at 50 µM. 78,000 compounds, 10% hits. AID 161;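 further: 0% = growth of vehicle-only cultures of the same strain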
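Mutant yeast exposed to compound; growth scored against vehicle-only wells.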
yeast mec2-1 – NCI yeast anticancer drug screen, S. cerevisiae mec2-1 strain; growth inhibition, % at 50 µM; 79,000 compounds, 9% hits; AID 157;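 further: 0% = growth of vehicle-only cultures of the same strain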
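Growth inhibition is read against vehicle-treated controls after compound exposure of the mec2-1 yeast strain, which is defective in DNA damage repair or cell cycle control.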
yeast bub3 – NCI yeast anticancer drug screen, S. cerevisiae bub3 mutant strain | growth inhibition, % at 50 µM | 78,000 compounds, 9.9% hits | AID 167;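 further: 0% = growth of vehicle-only cultures of the same strain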
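Compounds were applied to a genetically altered yeast strain carrying a cell-cycle control defect. Growth inhibition was scored against vehicle-treated controls.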
rad50 – NCI yeast anticancer drug screen, S. cerevisiae rad50 strain; 79,000 compounds, 10% hits; % growth inhibition at 50 µM;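 further: 0% = growth of vehicle-only cultures of the same strain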
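Compounds were tested on a yeast strain with an engineered DNA damage repair alteration; the reported value is growth inhibition normalised to vehicle treatment.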
cln2 rad14 – NCI yeast anticancer drug screen, S. cerevisiae cln2 rad14 strain; % growth inhibition at 50 µM; 78,000 compounds, 8.3% hits; AID 165;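 further: 0% = growth of vehicle-only cultures of the same strain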
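Each compound was tested on cln2 rad14 yeast. Inhibition of growth was calculated against vehicle-exposed controls.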
yeast mlh1 rad18 – NCI yeast anticancer drug screen, S. cerevisiae mlh1 rad18 strain. growth inhibition, % at 50 µM. 79,000 compounds, 11% hits. AID 175;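 further: 0% = growth of vehicle-only cultures of the same strain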
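Yeast w/ defined DNA-repair lesions; compound exposure; growth vs vehicle controls → % inhibition.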
An asterisk follows results filed as active; nt = not tested or not shown; & = joins results of further samples. No stated cut-off is given here; in the data, active means growth inhibition above about 70%; inactive means the rest.

SMILES	sgs1 mgt1	yeast mec2-1	yeast bub3	rad50	cln2 rad14	yeast mlh1 rad18
C[C@]12CCC(=O)C=C1CC[C@@H]1C2CC[C@]2(C)Nc3[nH]ncc3CC12 (stereo partly drawn)	37	10	12	-22	34	27
O=C(Oc1c(I)ccccc1=O)c1ccc([N+](=O)[O-])cc1	99*	99*	99*	99*	99*	99*
CC(C)(N)CO[C@H]1C[C@H]2CC[C@@]1(C)C2(C)C	2	-6	10	12	-26	-6
NC(=O)c1ccc([N+](=O)[O-])o1	9	5	0	5	11	-6
CCOC(=O)c1ccc(-c2ccc(Cl)cc2)[nH]1	-3	0	34	-7	2	3
CCOc1ccc(OCC)c(NC(=O)Nc2ccc(F)c([N+](=O)[O-])c2)c1	16	25	0	4	0	-3
COc1cc[n+](C)cc1	-16	-8	-6	-10	-1	-4
CCCCCCc1c(Cl)nc(Cl)nc1Cl	64	26	25	66	-47	87*
C/C(C=O)=C\c1cccc(F)c1	-10	-12	5	10	2	-10
C[n+]1cccc(C(=O)O)c1	9	3	18	5	-9	10
CCSC(SCC)C(NC(C)=O)C(O)C(O)C(O)CO (stereo not drawn)	4	3	15	29	13	21
Cc1cccc(C)c1NC(=O)N1CCN(C)CC1	-3	14	-9	2	-76	-19
CN(C)c1ccc(C(C#N)N2CCCN(C(C#N)c3ccc(N(C)C)cc3)C2c2ccc(N(C)C)cc2)cc1 (stereo not drawn)	-33	-12	-39	-13	-29	-5
CC(O)CN(CC(C)O)c1ccc2c(c1)Cc1ccccc1-2 (stereo not drawn)	14	-13	36	-13	-21	-5
CCCCCCc1c(C)nc(N)[nH]c1=O	-13	-4	10	8	-68	-1
Cn1nnc(CCO)n1	-7	-1	22	3	-30	4
COC(=O)C(C(=O)C(=O)Nc1ccc([N+](=O)[O-])cc1)c1nc2cc(C)c(C)cc2[nH]c1=O (stereo not drawn)	-16	-33	1	-16	12	-6
CNc1ccc(S(=O)(=O)O)cc1	-12&-15	-28&-26	-6&7	-16&-7	16&10	-5&-6
COc1ccc(CCNC(=O)C(Sc2ccccn2)c2ccccc2)cc1OC (stereo not drawn)	5	-29	31	21	23	28
Nc1ncnc2c1ncn2C1CC(O)C(CO)O1 (stereo not drawn)	-23&7&-6	-28&-37&-12	-32&-11&-4	-2&11&6	-5&6&-7	-25&4&14
CCOC(=O)c1cc2ccccc2[nH]1	30	-21	-35	-4	-24	12
Cn1ccc(=Nc2ccc(NC(=O)c3ccc(N=c4ccn(C)c5ccc([N+](=O)[O-])cc45)cc3)cc2)cc1	87*	87*	88*	80*	77*	85*
CCOC(=O)C(=N\Nc1cccc(C)c1C)/C(C)=N\NC(N)=S	76*	38	60	70*	64	81*
O=C(O)c1ccc(OCCc2ccccc2)cc1	4	12	-24	11	-30	15
CCC(=O)OCCSCCOC(=O)CC	-6	6	-4	6	-10	-16
Other results.
SMILES	sgs1 mgt1	yeast mec2-1	yeast bub3	rad50	cln2 rad14	yeast mlh1 rad18
CC(=O)Nc1ncc(Br)s1	-18	6	-9	7	-14	5
O=C1C/C(=C/c2ccccc2O)C(=O)N1c1ccccc1	7	5	-6	5	-34	19
CNC1Cc2c[nH]c3cccc(c23)C12C=C(C)C(=O)O2 (stereo not drawn)	3&-16	-24&-24	-19&-15	-6&-8	12&4	-27&-49
CC/C(=C(\c1ccccc1)c1ccc(OCCN(C)C)cc1)c1ccccc1	93*	93*	91*	90*	92*	40
c1ccc(C2N3CCCCC3[C@@H]3c4[nH]c5ccccc5c4CCN23)nc1 (stereo partly drawn)	-6	-36	-26	-27	13	-4
CCOC(=O)C(C#N)NC(C)=O (stereo not drawn)	75*	49	69	68	3	58
O=C1NC(c2ccc3ccccc3c2)Nc2ccccc21 (stereo not drawn)	nt	-9	nt	-3	nt	19
C=C(C)C1CCC2(C=O)CCC3(C)C(CCC4C5(C)CCC(O)C(C)(C)C5CCC43C)C12 (stereo not drawn)	25	37	26	26	16	21
CC(=O)O[C@]12CCCCCCC1C1(O)C(O)CCC[C@H]12 (stereo partly drawn)	-53	-2	-22	-24	-9	-37
COc1ccccc1C(N)=O	5	-44	-2	11	11	15
CCC(=O)OCCN(C(=O)CC)c1ccccc1	22	6	0	36	-2	31
O=C1/C(=C/c2ccccc2[N+](=O)[O-])COc2ccccc21	13	13	15	-4	9	9
CC1CC(=O)NC2CC1C2(C)C (stereo not drawn)	-20	1	-10	-15	7	-15
COc1cc(/C=C/c2cc(/C=C/c3ccc(O)c(OC)c3)c([N+](=O)[O-])cc2[N+](=O)[O-])ccc1O	42	24	7	66	-4	48
O=C(C[n+]1ccccc1)c1ccc(O)c(I)c1	22	8	0	-5	22	7
CC(=O)c1ccc(OCC(=O)O)cc1	18	-24	10	20	2	20
COc1cc(CNc2ccccc2)ccc1O	-17	6	11	-15	-8	-8
COc1ccc2[nH]cc(CN3CCC(CO)(c4ccccc4)CC3)c2c1	-16	1	6	13	7	4
Nc1cc2cn[nH]c2cc1N	4	5	9	-11	-9	26
COc1nc(=S)n2[nH]cnc2n1	-7	-1	14	6	-23	-20
c1ccc2c(c1)cc1n2CCc2c-1[nH]c1ccccc21	4	19	20	26	18	21
Cc1ccc(Cl)cc1NC(=O)Oc1ccc(Cl)cc1C	-8	9	16	23	9	3
CC(=O)C(CC1CCC(CC(C(C)=O)C(C)=O)CC1)C(C)=O (stereo not drawn)	0	3	0	-6	-5	20
Cc1cc(=O)n2[nH]cnc2n1	-2	-17	-3	3	-4	-4
Cc1ccc2c(c1)-c1cc(C)ccc1C2(O)c1ccccc1	94*	98*	97*	99*	97*	99*
Additional entries follow.
SMILES	sgs1 mgt1	yeast mec2-1	yeast bub3	rad50	cln2 rad14	yeast mlh1 rad18
CCn1c2ccccc2c2cc(/C=N/N=C/c3ccc4c(c3)c3ccccc3n4CC)ccc21	-12	5	-2	-18	-14	-19
CS(=O)(=O)OCCN(CCOS(C)(=O)=O)c1ccc(C=Nc2ccc(-c3csc(COc4ccccc4)n3)cc2)cc1	98*	98*	96*	97*	96*	97*
CCN(CC)CCNc1ccc(COC(=O)NC)c2sc3ccccc3c(=O)c12	-8	-2	-17	4	-12	-59
CC12Nc3c(Cl)cc(Cl)cc3N1C(=O)c1ccccc12 (stereo not drawn)	-14	-20	-7	-17	-21	-1
O=C(OC1CCCCC1)c1ccc(Cl)cc1	19	4	-5	9	-4	34
Cc1cc(C)nc(NS(=O)(=O)c2ccc(Nc3c4ccccc4nc4c(C(=O)Nc5ccc(S(=O)(=O)N=C(N)N)cc5)cccc34)cc2)n1	31	36	20	24	35	44
O=C(O)C(C(C(=O)O)P(=O)(O)O)P(=O)(O)O (stereo not drawn)	-51	-31	-12	-18	-39	-62
O=C(NCCCCCCNC(=O)n1cc(F)c(=O)[nH]c1=O)NCCCOCCOCCOCCOCCOCCOCCOCCOCCOCCOCCOCCOCCOCCOCCOCCOCCOCCOCCOCCOCCOCCCNC(=O)C(O)C(O)C(O)C(O)CO (stereo not drawn)	77*	82*	-5	42	24	-11
CCCCCCCCCc1ccc(OCCOC(=O)OCCOc2ccc(CCCCCCCCC)cc2)cc1	16	-22	4	41	14	32
Cc1ccc(N=C(c2ccccc2)c2ccc([N+](=O)[O-])cc2)cc1	-22	-7	21	-17	-27	-12
O=C1Nc2n[nH]c(=S)n2NC12c1ccccc1-c1ccccc12	-28	-14	-22	-46	-20	-63
C[N+]1(Cc2ccc(Cl)c(Cl)c2)CCCC1C1CCCN(Cc2ccc(Cl)c(Cl)c2)C1 (stereo not drawn)	14&5	4&-4	15&22	-12&7	42&-15	48&29
CN(C)CCN1CCCN(C)CC1	-4	-14	-25	-15	-17	5
CN(C)CCNC(=O)Cn1ccc(=O)c2cc([N+](=O)[O-])ccc21	16	8	16	19	1	-38
CC(=O)OC(CCC1CO1)OC(C)=O (stereo not drawn)	0	12	15	1	-8	0
O=C1C[C@H](c2ccc(O)c(O)c2)Oc2cc(O)cc(O)c21	-13	8	-4	-1	16	-6
O=C1Oc2ccccc2C1c1ccccc1 (stereo not drawn)	-2	35	34	29	8	28
CCOC1C(=O)C=COC1C(C)C (stereo not drawn)	-3	-5	-2	-2	2	-12
COc1cc(NS(=O)(=O)c2ccc(C(C)=O)cc2)nc(OC)n1	23	9	25	38	15	27
CC(C)(C)NO	8	-1	14	7	3	-4
OC(c1cc(-c2ccccc2)nc2c1ccc1ccccc12)C1CCCCN1 (stereo not drawn)	-17	17	12	33	14	26
CCCC[Si](C)(C)CCCC	-25	-6	-2	-6	-11	-5
Cc1ccc(/C=N/NS(=O)(=O)c2ccccc2)c(C)c1	15	19	11	31	-26	37
O=C(O)C(=N\Nc1ccccc1)/C(=N\Nc1ccccc1)C(=O)O	34	-6	24	31	22	7
Cc1ccc(NC(=S)NN)cc1F	40	2	41	24	13	26
(next part)
SMILES	sgs1 mgt1	yeast mec2-1	yeast bub3	rad50	cln2 rad14	yeast mlh1 rad18
CC(=O)Oc1ccc(OC(C)=O)c2cc3c(cc12)C(=O)C(C)=C(C)C3=O	1	2	3	0	-7	5
CC(=O)Nc1ccc(Cl)cc1Br	13	27	8	1	-37	9
CC(C)(C)N/N=C(/Cc1nc2c3c(ccc2[nH]c1=O)C(=O)c1ccccc1C3=O)C(=O)NC1=C(Cl)C(=O)c2ccccc2C1=O	68	47	67	83*	22	42
C1CN=C(C2=NCCCN2)NC1	1&-10	4&-9	1&-35	5&-14	3&-29	10&-3
O=S1(=O)c2cc(S(=O)(=O)n3ccnc3)ccc2NC2=NCCCN21	-31	-15	-10	-22	10	-19
CCOC(=O)N1C=C(C(=O)OC)C(c2ccccc2)C(C(=O)OC)=C1	-6	-9	-4	-15	33	1
COc1ccc(Cl)cc1NC(C)=O	5	8	4	5	7	-8
Cc1nnc2n1-c1ccccc1-c1[nH]c3ccccc3c1C2	-43	-2	-8	-27	-7	-54
NC(=O)N/N=C/c1ccc2c(c1)OCO2	0	-8	0	20	8	14
CN1CCN(C(=S)S)CC1	5	-2	4	0	2	5
O=[N+]([O-])c1cc(F)ccc1S(=O)(=O)c1ccccc1	8	-40	-23	32	2	1
c1ccc(Cn2nnnc2-c2ccccc2)cc1	2	44	5	24	80*	14
CCCCOCCOC(=O)C(Br)CC (stereo not drawn)	-4	-9	-12	-2	-19	-8
COc1ccc2c(c1)OC[C@@H]1c3cc(NS(=O)(=O)c4ccccc4)cc(OCc4ccccc4)c3O[C@H]21	-14	-9	1	-16	-17	-7
CN(C)COC(=S)SCN(C)C	60	54	98*	51	53	98*
CC1CCC(C(=O)O)(C(Br)C(=O)O)CC1 (stereo not drawn)	-13	-13	-21	-14	-28	-3
CC(=O)Nc1c(C#N)cnn1-c1ccccc1Cl	-5	0	6	5	-29	0
N#CC1=C(c2ccccc2)C(O)(c2ccccc2)NC1=O (stereo not drawn)	1	7	-6	-2	10	4
COc1ccc(-c2c(C(=O)O)cc(O)c3cc(OC)c(OC)cc23)cc1OC	5	-3	3	6	26	-1
CN1CCC(CC(O)(c2ccccc2)C2CCCCC2)C1 (stereo not drawn)	-2	-14	4	-6	-24	-21
Cc1ccc(S(=O)(=O)C(CC(=O)c2ccccc2)c2ccccc2)cc1 (stereo not drawn)	8	6	-3	-4	4	20
O=C(O)c1ccc2sc3ccccc3c(=O)c2c1	33	33	22	15	-21	39
CC1(C)COC(C)(C(=O)O)OC1	-6	-3	-2	52	-51	-8
CC1=CCC(CC2CO2)C1(C)C (stereo not drawn)	-17	-48	-35	-28	-10	-31
CC(=O)N(C)CCc1ccccn1	12	3	-16	-9	-13	-13
CCCCCC(/C=N/N)C(O)(C(F)(F)F)C(F)(F)F (stereo not drawn)	-6	-10	4	17	-10	12

A run of entries from further up, as a working copy:
SMILES	sgs1 mgt1	yeast mec2-1	yeast bub3	rad50	cln2 rad14	yeast mlh1 rad18
O=C(O)c1ccc2sc3ccccc3c(=O)c2c1	33	33	22	15	-21	39
CC1(C)COC(C)(C(=O)O)OC1	-6	-3	-2	52	-51	-8
CC1=CCC(CC2CO2)C1(C)C (stereo not drawn)	-17	-48	-35	-28	-10	-31
CC(=O)N(C)CCc1ccccn1	12	3	-16	-9	-13	-13
CCCCCC(/C=N/N)C(O)(C(F)(F)F)C(F)(F)F (stereo not drawn)	-6	-10	4	17	-10	12

One compound at a time, as listed above. Values in the order: sgs1 mgt1	yeast mec2-1	yeast bub3	rad50	cln2 rad14	yeast mlh1 rad18
Record of O=S1(=O)c2cc(S(=O)(=O)n3ccnc3)ccc2NC2=NCCCN21 = -31	-15	-10	-22	10	-19
Record of CC1(C)COC(C)(C(=O)O)OC1 = -6	-3	-2	52	-51	-8
Record of CC1=CCC(CC2CO2)C1(C)C (stereo not drawn) = -17	-48	-35	-28	-10	-31
Record of Cc1nnc2n1-c1ccccc1-c1[nH]c3ccccc3c1C2 = -43	-2	-8	-27	-7	-54
Record of CC(=O)Nc1c(C#N)cnn1-c1ccccc1Cl = -5	0	6	5	-29	0
